CHT inh: inhibitors of human choline transporter CHT; 310,000 compounds, 0.86% hits; CHT-expressing cells, membrane potential dye, choline response; hits give low values; B-score at 10 µM;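 active = B-score over 3 SD under the library average, and starting fluorescence ratio not unusually high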;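 also: choline stimulus applied at its EC90 after an EC20 pre-addition; B-score computed on integrated fluorescence ratio after choline addition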
Target sequence (Q9GZV3 whole entry, looked up): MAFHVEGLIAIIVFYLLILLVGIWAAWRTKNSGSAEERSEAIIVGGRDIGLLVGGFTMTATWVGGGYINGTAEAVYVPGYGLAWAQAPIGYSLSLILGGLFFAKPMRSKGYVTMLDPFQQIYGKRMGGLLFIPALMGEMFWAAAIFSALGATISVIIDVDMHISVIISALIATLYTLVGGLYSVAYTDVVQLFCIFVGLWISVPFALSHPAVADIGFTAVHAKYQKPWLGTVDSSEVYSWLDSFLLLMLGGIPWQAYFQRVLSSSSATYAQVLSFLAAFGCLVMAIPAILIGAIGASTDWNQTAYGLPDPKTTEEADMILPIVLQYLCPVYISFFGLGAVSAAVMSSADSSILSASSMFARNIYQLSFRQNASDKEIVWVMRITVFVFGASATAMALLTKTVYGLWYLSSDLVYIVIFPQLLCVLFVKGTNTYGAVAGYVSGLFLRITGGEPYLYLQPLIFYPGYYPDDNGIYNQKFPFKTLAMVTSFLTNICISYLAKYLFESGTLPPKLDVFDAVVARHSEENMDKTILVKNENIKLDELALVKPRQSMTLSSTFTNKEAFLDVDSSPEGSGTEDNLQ
Kir21 inh: inhibitors of mouse Kir2.1 inward-rectifier potassium channel; B-score at 10 µM; 310,000 compounds, 0.85% hits; AID 1672, 2009; Inward rectifier potassium channel 2 (Mus musculus), P35561; HEK293-Kir2.1, FluxOR thallium flux fluorescence; hits give low values;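 active = fluorescence ratio B-score at or below minus 3 SD of library scores, with starting-brightness B-score within 2 SD, cut at about -4.2 in these data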;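 also: channel flux triggered by added potassium and thallium sulfate stimulus; B-score of peak minus minimum fluorescence over baseline after thallium stimulus; more negative B-score means stronger Kir2.1 block with less thallium influx; some compounds called inactive have numbers as strong as hits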
Target sequence (P35561 whole entry, looked up): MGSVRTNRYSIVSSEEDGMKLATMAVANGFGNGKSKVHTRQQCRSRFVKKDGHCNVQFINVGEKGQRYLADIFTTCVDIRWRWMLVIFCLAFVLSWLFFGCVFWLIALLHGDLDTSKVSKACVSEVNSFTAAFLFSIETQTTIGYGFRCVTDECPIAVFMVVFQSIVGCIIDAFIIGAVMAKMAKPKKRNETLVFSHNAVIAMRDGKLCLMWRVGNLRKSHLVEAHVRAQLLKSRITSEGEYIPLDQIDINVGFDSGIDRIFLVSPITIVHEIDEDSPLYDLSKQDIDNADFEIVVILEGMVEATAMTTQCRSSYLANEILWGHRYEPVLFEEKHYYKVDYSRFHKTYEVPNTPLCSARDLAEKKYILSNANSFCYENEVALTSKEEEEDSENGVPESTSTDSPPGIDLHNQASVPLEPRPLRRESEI
Starred values were filed as active, the others as inactive; i = inactive. Hits appear at their usual frequency; 1.6% or so of the library scored in one or more.

SMILES | CHT inh | Kir21 inh
CN(C)CCCNC(=O)c1ccc2[nH]c3ccccc3c2c1 | i | 0
O=C(CNC(=S)N(Cc1ccccc1)Cc1cccnc1)NCCN1CCOCC1 | i | 0.22
O=C(COC(=O)c1cccc(N2C(=O)c3ccccc3C2=O)c1)Nc1ccccc1 | i | 0.51
COc1ccccc1CCC(=O)OC(C)C(=O)Nc1c(C)n(C)n(-c2ccccc2)c1=O (stereo not given) | i | -2.9
Cc1cccc(N2CCN(S(=O)(=O)c3ccc4c(c3)C(C)(C)C(=O)N4C)CC2C)c1 (stereo not given) | i | -0.78
Cc1ccn(CCNC(=O)C2CCC(=O)N(CCc3ccc(Cl)cc3)C2)n1 (stereo not given) | i | 1.2
O=C(Nc1nc(-c2ccc(S(=O)(=O)N3CCCC3)cc2)cs1)c1ccco1 | i | 0.33
O=C(Cc1cccs1)Nc1nc(-c2ccc(F)cc2F)cs1 | i | 0.29
c1ccc(-c2ccc(OCCN3CCOCC3)cc2)cc1 | i | -0.1
COc1ccc(C(=O)NNC(=S)NC(=O)c2cccc([N+](=O)[O-])c2)cc1 | i | 1.5
CCc1cc(=O)oc2cc(OCC(=O)N3CCC(C(=O)O)CC3)ccc12 | i | 0.06
CN1C(=O)NC(c2ccc(O)cc2)C(C(=O)c2cccs2)C1(O)C(F)(F)F (stereo not given) | i | -1.1
COC(CNC(=O)c1ccc(-n2c(=S)[nH]c3ccccc3c2=O)cc1)OC | i | 1.4
OCCOCCn1c(CCNc2nc(-c3ccc(Cl)cc3)cs2)nc2cc(Cl)c(Cl)cc21 | i | 2.8
O=C(Nc1cccc(F)c1)Nc1c[nH]c(=O)[nH]c1=O | i | 0.19
CC(NC(=O)CNC(=O)[C@@H]1Cc2ccccc2CN1)c1ccccc1 (stereo not given in full) | i | -0.08
COc1ccc(C(=O)c2c[nH]c3ccccc23)cc1 | i | -0.47
COc1cc(OC)cc(C(=O)N2CCCc3ccccc32)c1 | i | -4.1
COc1cc2c(cc1OC)CN(CC(=O)Nc1ccc3c(c1)OCO3)CC2 | i | 0.7
N#C/C(=C1/CCCCCN1)c1nnc2n1CCCCC2 | i | 0.56
COc1ccc(Cl)cc1NC(=O)CCS(=O)(=O)c1ccc(C)cc1 | i | 0.03
N#CCCN(C(=O)COC(=O)c1ccc(S(=O)(=O)N2CCCCCC2)cc1)c1ccccc1 | i | 0.6
O=C(O)CSc1nnc(Nc2ccccc2)n1-c1ccccc1 | i | 1.7
N#Cc1ccc(NC(=O)COC(=O)CCc2ccc(S(=O)(=O)N3CCCCC3)cc2)cc1 | i | 0.06

Some of the entries so far, field by field.
smiles: CN1C(=O)NC(c2ccc(O)cc2)C(C(=O)c2cccs2)C1(O)C(F)(F)F (stereo not given)
  CHT inh: i; Kir21 inh: -1.1
smiles: COC(CNC(=O)c1ccc(-n2c(=S)[nH]c3ccccc3c2=O)cc1)OC
  CHT inh: i; Kir21 inh: 1.4
smiles: OCCOCCn1c(CCNc2nc(-c3ccc(Cl)cc3)cs2)nc2cc(Cl)c(Cl)cc21
  CHT inh: i; Kir21 inh: 2.8
smiles: O=C(Nc1cccc(F)c1)Nc1c[nH]c(=O)[nH]c1=O
  CHT inh: i; Kir21 inh: 0.19

The listing picks up; the 4 compounds before the break are reprinted first.
SMILES | CHT inh | Kir21 inh
COc1ccc(Cl)cc1NC(=O)CCS(=O)(=O)c1ccc(C)cc1 | i | 0.03
N#CCCN(C(=O)COC(=O)c1ccc(S(=O)(=O)N2CCCCCC2)cc1)c1ccccc1 | i | 0.6
O=C(O)CSc1nnc(Nc2ccccc2)n1-c1ccccc1 | i | 1.7
N#Cc1ccc(NC(=O)COC(=O)CCc2ccc(S(=O)(=O)N3CCCCC3)cc2)cc1 | i | 0.06
O=C(CCNS(=O)(=O)c1cccc2nsnc12)N1CC(=O)N(CCc2ccccc2)C(=O)C1 | i | -0.99
CN(C)C(=O)N1CCC(C(=O)NCc2cccs2)CC1 | i | -1.2
COc1ccc(CC(=O)N2CCC(c3ccccc3)C2)cc1 (stereo not given) | i | 0.05
COc1ccc(CNC(=O)CN2CCC(n3nnc4cc(F)ccc43)CC2)cc1 | i | 1.2
COC(=O)CN(C(=S)Nc1ccc(Cl)cc1)C1CC(=O)N(c2ccc(OC)cc2)C1=O (stereo not given) | i | 0.95
Cc1ccc(-c2cc3nc(C)cc(C)n3n2)cc1 | i | -0.73
CN(C(=O)COC(=O)c1ccc2c(c1)OCCO2)c1ccccc1 | i | -0.22
CCCC(c1nnnn1CS(=O)(=O)c1ccc(C)cc1)N1CCN(C2CCCC2)CC1 (stereo not given) | i | -0.43
CC(C)Oc1ccc(Cl)cc1Nc1nc(NCCO)nc(N2CCCC2)n1 | i | 1.2
Cn1c(-c2ccccc2)c(/C=N/NC(=O)c2cccnc2)c2ccccc21 | i | -0.27
Cc1cccc(/N=C/C2=C(O)CC(C)(C)CC2=O)n1 | i | -0.81
NC(=O)c1ccsc1NC(=O)C1CCCN1S(=O)(=O)c1ccc(Cl)cc1 (stereo not given) | i | 2.4

Among those listed so far, 2 contain a COOH group.
SMILES | CHT inh | Kir21 inh
CCc1cc(=O)oc2cc(OCC(=O)N3CCC(C(=O)O)CC3)ccc12 | i | 0.06
O=C(O)CSc1nnc(Nc2ccccc2)n1-c1ccccc1 | i | 1.7

Next section.
SMILES | CHT inh | Kir21 inh
Cc1ccccc1CC1(CO)CCCN(Cc2ccn[nH]2)C1 (stereo not given) | i | -0.94
CC(=O)c1cccc(NC2c3ncccc3C(=O)N2Cc2ccco2)c1 (stereo not given) | i | 0.45
CCCS(=O)(=O)NCCc1cc2c(OC)ccc(OC)c2[nH]c1=O | i | 2.7
CCOC(=O)C(CC)Sc1nc2c(c(=O)[nH]c(=O)n2C)n1CCc1ccccc1 (stereo not given) | i | -0.01
O=C(CSc1nc2ccccc2n1-c1ccccc1)Nc1ncc(Cl)cc1Cl | i | 1.1
Cc1ccc2cccc(Oc3ccc([N+](=O)[O-])cc3[N+](=O)[O-])c2n1 | i | -0.52
Nn1c(Cc2cccc3ccccc23)nnc1SCc1ccccc1 | i | -4.6*
O=C(NCC(c1cccnc1)N1CCN(c2ccccc2F)CC1)c1cccc(Cl)c1 (stereo not given) | -6.9* | 2.3
Cc1ccc(C2=N/C(=C/c3cccs3)C(=O)N2Nc2ccccc2)cc1 | i | 0.57
COc1ccc(S(=O)(=O)Cc2ccc(C(=O)N3CC(C)CC(C)C3)o2)cc1 (stereo not given) | i | -0.53
CCOC(=O)c1c(NC2=NS(=O)(=O)c3ccccc32)sc2c1CCC(C)C2 (stereo not given) | i | -0.22
Cc1cc(C)c(S(=O)(=O)c2cccc(Cl)c2)c(Cl)n1 | i | -0.36
Cc1cccc(C(=O)NCCCNC(=O)c2ccc(C)nc2)c1 | i | -0.91
CCNC(=S)N/N=C/c1ccc(OCCOc2ccccc2C)cc1 | i | -1.9
O=C(NCCCN1CCOCC1)C(=O)NCc1ccc(Cl)cc1 | i | -0.54
COCCN(C(=O)COC(=O)C1=COCCO1)c1c(N)n(Cc2ccccc2)c(=O)[nH]c1=O | i | 0.07
COc1ccc(CCNC(=O)CCn2c(=O)oc3ccccc32)cc1 | i | 0.73
O=S(=O)(NCCSc1ccccc1)c1cccs1 | i | -1.4
Cc1ccc(-n2nnnc2CNC(=O)c2ccc(Br)o2)cc1C | i | -0.93
CN(NC1OC(=O)c2ccccc21)c1c([N+](=O)[O-])cc(C(F)(F)F)cc1[N+](=O)[O-] (stereo not given) | i | 0.06
Cc1ccc(C(=O)c2cc([N+](=O)[O-])ccc2N2CCCCC2)cc1 | i | 1.7
C#CC[N+](C)(C)CCCCCCCCCCCC | i | -0.65
COc1ccc(C(=O)Nc2ccccc2C(=O)NC(Cc2ccc(O)cc2)C(=O)NNC(=O)c2ccc(C)cc2)cc1 (stereo not given) | i | -0.12
Clc1ccc(OCCN2CCCCC2)c(Cl)c1 | i | 0.05
O=C(CN1C(=O)C2CC=C(Cl)CC2C1=O)NCc1ccccc1 (stereo not given) | i | -1.1
CC(C)C1Cc2c(sc(NC(=S)NC(=O)c3ccccc3)c2C#N)CO1 (stereo not given) | i | 0.27
CN(C)S(=O)(=O)c1ccc(Cl)c(C(=O)NC2CCCCCCC2)c1 | i | -0.12
CCCc1ccc(OCC(O)CN2CCc3ccccc3C2)cc1 (stereo not given) | i | -2.6
CN(C)Cc1ccc(F)cc1Sc1cc(Cl)ccc1Cl | i | -1.6
COc1ccccc1/C=C/C=N/n1c(C2CCCCC2)n[nH]c1=S | i | -0.02
C[C@@H]1NC(=O)/C(=C\c2ccccc2Cl)NC1=O | i | -0.2
CCCS(=O)(=O)N1CCN(C(=O)c2ccc(-c3ccccc3)cc2)CC1 | i | 1.6
COc1ccc(OC)c(CN2CCN(S(=O)(=O)c3ccccc3)CC2)c1 | i | -1.3
Cc1[nH]c(=O)c(C#N)c2c1COC(C)(C)C2 | i | -0.06
O=C(CP(=O)(c1ccccc1)c1ccccc1)Nn1cnnc1 | i | -0.13
COc1cc(Cl)c(C)cc1NC(=O)CC1CCCC1 | i | 0
Cc1ccc2c(c1)C1CN(C)CCC1N2C(=S)NC(=O)c1ccc(Br)cc1 (stereo not given) | i | 0.01
CCOC(=O)c1ccccc1NC(=O)C1CC(=O)N(C2CCCCC2)C1 (stereo not given) | i | -0.73
COc1ccccc1NC(=O)c1nn(-c2ccccc2)ccc1=O | i | 2.1
Cc1cc([N+](=O)[O-])ccc1NC(=O)C[n+]1ccc(N(C)C)cc1 | i | -0.43
Cc1ccc(NC(=O)N2CCCCCC2)c(C)c1 | i | -1.7
CCOc1ccc(OCCCN(C)C)cc1 | i | -0.77
Oc1ccc(/C=N/NC(=S)Nc2cccnc2)cc1O | i | 0.79
O=C(CSc1n[nH]c(-c2ccc(S(=O)(=O)N3CCCCC3)cc2)n1)Nc1nccs1 | i | 1.9
CN1CCS/C1=C/C=C1\SC(=S)N(CC(=O)O)C1=O | i | -12
Cn1cnnc1SCC(=O)Nc1ccc(OC(F)F)cc1 | i | 0.66
COc1ccc(CCn2c(SCCN3CCCCC3)nc3ccccc3c2=O)cc1OC | i | -2.6
CC(C)(C)Cc1cc(N)on1 | i | -2.1

Next part; it opens with the two that closed the last part.
SMILES | CHT inh | Kir21 inh
COc1ccc(CCn2c(SCCN3CCCCC3)nc3ccccc3c2=O)cc1OC | i | -2.6
CC(C)(C)Cc1cc(N)on1 | i | -2.1
CCN(CCNC(=O)C1CCN(S(=O)(=O)c2cccc3nsnc23)CC1)c1ccccc1 | i | 2.5
Cc1cc(NC(=O)NC2CCCN2S(=O)(=O)c2ccc(Cl)cc2)no1 (stereo not given) | i | -1.1
COc1ccc2c(c1)C(=O)N(c1ccccc1OC)C(=O)C2(C)C | i | 0.43
CCN(c1ccccc1)S(=O)(=O)c1ccc(Cl)c(C(=O)NCCc2ccc(OC)cc2)c1 | i | -1
CN1CCC(C(=O)N2CCCC(C(=O)c3ccc4c5c(cccc35)CC4)C2)CC1 (stereo not given) | i | 0.11
Brc1ccc(-n2cccc2/C=N/n2cnnc2)cc1 | i | -1.3
O=C(Oc1cccccc1=O)c1ccccc1 | -6.9* | 0.99
O=C(C1CCC(=O)N1Cc1ccccc1Cl)N1CCN(c2cccc(Cl)c2)CC1 (stereo not given) | i | -0.09
O=C(Nc1ccc(S(=O)(=O)Nc2cnc3ccccc3n2)cc1)c1cccc(OC(F)F)c1 | i | 1.6
CC(=O)c1ccc(Oc2ncnc3sccc23)c(CN2CCOCC2)c1 | i | -0.87
COc1ccc(/C=C2\C(=N)N3N=C(CC(=O)N4CCCCC4)SC3=NC2=O)cc1 | i | 1.8
COc1ccc2cc(/C=C3\SC(=S)NC3=O)c(N3CCOCC3)nc2c1 | i | -2.1
CC1Sc2ccc(S(=O)(=O)CCC(=O)NCc3ccccc3Cl)cc2NC1=O (stereo not given) | i | 0.25
Cc1ccc(N(CC(=O)NCc2ccco2)S(=O)(=O)c2ccccc2)cc1 | i | -2.1
Cn1c2ccccc2c2nnc(SCC(=O)NC3CCCC3)nc21 | i | 1.3
CCCC/C(C)=N/NC(=O)C(=O)NCCc1ccccc1 | i | -0.42
CC(C)(O)C(=O)N/N=C\c1ccc(OC/C=C/c2ccccc2)cc1 | i | 0.34
Cc1cc(N2CCN(c3ccccc3F)CC2)nc2cc(O)ccc12 | i | 0
Cc1ccsc1/C=C1\SC(N2CC(C)OC(C)C2)=NC1=O (stereo not given) | i | -0.41
CCC(=O)Nc1ccc(-n2nnnc2SCC(=O)NNC(=O)c2ccco2)cc1 | i | 0.01
CCN(CC(=O)Nc1ccc(N2CCOCC2)cc1)C(=O)c1ccc(C(F)(F)F)cc1 | i | -0.49
CCC(C)n1c(SCC(=O)NC2CCCC2)nc2ccccc2c1=O (stereo not given) | i | -1.2
Cc1cccc(C(=O)NC(CC(=O)O)c2ccc(OC3CCCC3)cc2)c1[N+](=O)[O-] (stereo not given) | i | 3.1
CCCCCn1c(=NC(=O)c2cccnc2)c(C#N)cc2c(=O)n3cccc(C)c3nc21 | i | -0.92
CC(=O)Nc1cccc(NC(=O)CCCC2CCCCC2)c1 | i | 1.2
Cc1cccc(Cn2c(=O)c3c(nc4n3CCN4Cc3ccco3)n(C)c2=O)c1 | i | -1.3
Cc1ccccc1-n1c(SCC(=O)Nc2cccc3ccccc23)nc(O)cc1=O | i | -1.3
COc1ccc(NC(=O)/C(C#N)=C/c2c(C)nn(-c3ccc(F)cc3)c2Cl)cc1OC | i | 0.84
CC(C)(C)NC(=O)c1cccc(NC(=O)c2ccco2)c1 | i | -0.05

From PubChem
